# Screens from PubChem.
# Growth percent in the NCI-60 one-dose screen (48 h, 10 µM unless noted): 100 = growth as untreated, 0 = no growth, -100 = all killed.
# HCT-15: HCT-15 colon cancer; actives 5.2% (n = 82,000); AID 1794746
# KM12: KM12 colon cancer cells; actives 5% (n = 82,000)
# COLO 205: COLO 205 colon cancer; AID 1794742; actives 7.3% (n = 79,000)
# HCT-116: HCT-116 colon cancer; actives 7.3% (n = 82,000); AID 1794798
# SNB-19: SNB-19 CNS cancer cells | actives 2.5% (n = 81,000)
# HT29: HT29 colon cancer. actives 7.4% (n = 81,000)
# SW-620: SW-620 colon cancer. actives 5.2% (n = 82,000)
# SNB-75: SNB-75 CNS cancer. actives 5% (n = 79,000)
# HCC-2998: HCC-2998 colon cancer. actives 4.7% (n = 79,000). AID 1794799
# * hit, by the source's call; · = no result given; & = joins results of further samples. How the source made its calls: active means growth percent below 10; inactive means the rest. Hits appear at their usual frequency; overall some 10% were active at least once.
structure	HCT-15	KM12	COLO 205	HCT-116	SNB-19	HT29	SW-620	SNB-75	HCC-2998
O=C(Nc1nc2ccc([N+](=O)[O-])cc2s1)Nc1cc(Cl)ccc1I	-58*	-49*	-98*	-79*	4.1*	-42*	-50*	-42*	-42*
CCC(NC)c1cccs1 (centres undefined)	99	103	114	94	104	96	102	96	110
C/C(=N/N)c1nnn(-c2ccc([N+](=O)[O-])cc2)c1C	97	102	116	106	100	105	99	96	109
C#CC(C)(O)CCCCCCC (centres undefined)	97	102	104	91	106	110	104	104	74
O=C(Nc1ccc(Cl)cc1)c1ccc(Cc2n[nH]c(=O)c3cccnc23)cc1	97	97	106	90	98	101	103	91	104
CCOC(=O)C1=C(c2ccccc2)N=C2SC3C(=NN(c4ccccc4)C3c3ccc(Br)cc3)N2C1c1ccc(O)cc1 (centres undefined)	97	93	116	96	92	104	99	77	102
Cn1/c(=N\N=C\c2ccccc2OCCO)sc2ccccc21	82	92	91	99	97	109	109	115	110
COc1cc(/C=C/C(=O)c2c(-c3ccc(F)cc3)nc3sc(C)nn23)cc(OC)c1OC	16	22	33	15	85	6.1*	19	10	·
COc1ccc(/C=C(/C)CO)cc1	99	100	105	93	109	94	101	86	97
COc1cc(-c2cc(OC)c(O)c(OC)c2)cc(OC)c1O	76	102	108	92	106	105	78	62	104
CCCCCCCCCCCCCCCCCBr	102	113	106	105	96	98	107	84	96
NS(=O)(=O)c1ccc(NC(=O)N2CCN(c3ccccc3)CC2)cc1	101	109	110	92	106	102	103	98	102
Cn1c2ccccc2c2c3c(c4c5ccccc5ccc4c21)C(=O)N(O)C3=O	55	55	64	45	72	20	63	86	85
CC(C)c1ccc(S(=O)(=O)NC2=CN3CC=CCC3CC2=O)cc1 (centres undefined)	98	101	109	102	110	89	111	89	105
CCOC(=O)/N=[N+](\[O-])c1ccccc1	98	98	104	108	104	104	113	80	106
CSc1nsc(NN)n1	101	96	92	103	95	96	107	87	97
COc1ccc(/C=C/c2c3c(nc4ccccc24)CC/C(=C\c2ccccc2)C3=O)cc1	63	80	96	60	91	77	90	66	91
COc1ccc(-c2nc3sc(-c4ccc(Cl)cc4)cn3n2)cc1	72	55	53	-16*	-1.9*	17	60	-1.7*	79
COC(=O)C1=Nc2c/c(=C\c3[nH]c(=S)[nH]c3O)oc2=C1	95	95	105	·	102	105	100	93	91
COC1=C(Nc2ccccc2C)C(=O)C(OC)=C(Nc2ccccc2C)C1=O	128	111	104	104	101	85	102	105	99
Nc1nc(-c2cccc([N+](=O)[O-])c2)c(N=Nc2ccc([N+](=O)[O-])cc2Cl)s1	3.4*	2.9*	-62*	0.4*	17	11	13	-1.1*	13
CN1CCN(Cc2nnc(CCC(=O)c3nc4ccccc4[nH]3)o2)CC1	99	104	102	98	101	100	110	85	138
COC(=O)C1=C(C)NC(C)=C(C(=O)OC(C)C)C1c1cccc(C#N)c1 (centres undefined)	103	99	117	94	103	103	102	99	112
NC(=O)c1c(NC(=O)c2ccccn2)sc2c1CCC(=O)C2	13	6.8*	·	9.1*	43	68	15	-1.3*	81
O=C(Nc1ccc2oc(=O)ccc2c1)Nc1ccc(Cl)cc1Cl	98	100	96	102	98	103	104	114	119
FC(F)(F)C(F)(F)c1nc2nc(Cl)c(Cl)nc2[nH]1	104	113	117	102	107	116	117	92	112
O=C(N/N=C\c1ccc([N+](=O)[O-])cc1)c1ccncc1	98	107	105	102	107	104	107	114	99
CS/C(N)=N/N	108	113	106	100	99	110	100	73	116
O=C1C=CC2=C3c4cc(O)c(O)cc4CC3(O)COC2=C1O (centres undefined)	105	114	99	99	104	100	101	88	-36*
NC(=O)C(O)(C(F)(F)F)C(F)(F)F	103	103	126	107	116	108	114	114	100
COc1ccc(-c2c(C(=O)O)nnn2-c2cc(OC)c(OC)c(OC)c2)cc1	98	105	106	93	105	93	99	87	103
FC(F)(F)c1cc(NC2=NCCN=C(Nc3cc(C(F)(F)F)cc(C(F)(F)F)c3)SS2)cc(C(F)(F)F)c1	38	44	49	45	57	49	52	71	77
COc1ccc(/C(CSc2nnc(-c3c[nH]c4ccccc34)n2-c2ccccc2)=N/O)cc1	15	21	36	28	40	32	39	63	42
CCSc1nnc(-c2ccc(NC(=O)c3cccnc3)cc2)o1	101	106	111	97	78	105	114	93	104
CS(=O)(=O)Nc1cc(-c2ccc3ncnc(Nc4ccc(OCc5cccnc5)c(Cl)c4)c3c2)cnc1Cl	13	11	-74*	-72*	-0.4*	5.7*	6.8*	11	-60*
Cn1ncc2c(Nc3ccc(O)cc3)nc(Cl)nc21	97	106	108	108	106	102	118	95	105
C[C@@H]1CC[C@@H]2[C@@H]1[C@H](OC(=O)/C=C/c1ccccc1)[C@]1(C3CCCCC3)C[C@@H](OC(=O)CO)[C@@]2(C)O1	66	69	81	52	88	38	78	88	78
Nc1ccc(N2CCCCC2)cc1	109	103	110	96	103	107	100	90	112
COCCNC(=O)Cc1cc(-c2ccc(Cl)cc2)n(-c2ccccc2)c1C	82	92	96	80	79	85	95	69	99
CC1CCC2(CC1)SC(C)C(=O)N2NC(=O)Cc1ccccc1Nc1c(Cl)cccc1Cl (centres undefined)	75	87	82	66	76	62	84	79	101

# Six of the compounds above, with values under each structure:
# The line under a structure holds: HCT-15, KM12, COLO 205, HCT-116, SNB-19, HT29, SW-620, SNB-75, HCC-2998
- CN1CCN(Cc2nnc(CCC(=O)c3nc4ccccc4[nH]3)o2)CC1
  99, 104, 102, 98, 101, 100, 110, 85, 138
- COC(=O)C1=C(C)NC(C)=C(C(=O)OC(C)C)C1c1cccc(C#N)c1 (centres undefined)
  103, 99, 117, 94, 103, 103, 102, 99, 112
- NC(=O)c1c(NC(=O)c2ccccn2)sc2c1CCC(=O)C2
  13, 6.8*, ·, 9.1*, 43, 68, 15, -1.3*, 81
- O=C(Nc1ccc2oc(=O)ccc2c1)Nc1ccc(Cl)cc1Cl
  98, 100, 96, 102, 98, 103, 104, 114, 119
- FC(F)(F)C(F)(F)c1nc2nc(Cl)c(Cl)nc2[nH]1
  104, 113, 117, 102, 107, 116, 117, 92, 112
- O=C(N/N=C\c1ccc([N+](=O)[O-])cc1)c1ccncc1
  98, 107, 105, 102, 107, 104, 107, 114, 99

# Following part.
structure	HCT-15	KM12	COLO 205	HCT-116	SNB-19	HT29	SW-620	SNB-75	HCC-2998
C[n+]1ccccc1/C=C/c1ccc(Cl)cc1	104	37	36	98	96	89	67	82	77
CCCCN(CCCC)P1(=O)OP(=O)(N(CCCC)CCCC)OP(=O)(N(CCCC)CCCC)O1 (centres undefined)	107	105	111	99	115	82	116	91	96
O=C(Oc1ccc(Cl)cc1Cl)c1ccc([N+](=O)[O-])cc1	105	110	109	100	110	97	95	·	108
Cc1cc(=O)oc2cc(OCCOc3cccc(/C=C/C(=O)NO)c3)ccc12	41	·	82	70	98	91	84	89	94
NC(=S)N/N=C/c1ccco1	104	107	108	100	103	111	104	84	103
Cc1ccc2[nH]c(=O)cc(N/N=C/c3ccccc3)c2c1	94	98	97	89	98	98	96	99	96
c1ccc(OCC[P+](c2ccccc2)(c2ccccc2)c2ccccc2)cc1	78	15	2.0*	16	22	13	18	16	5.3*
Oc1ccccc1-c1nnc(SCc2ccc(O)c3ncccc23)o1	16	29	113	11	29	102	28	·	46
Cc1ncncc1N	108	104	111	101	95	108	99	100	95
C=CC[Si](c1ccccc1)(c1ccccc1)c1ccccc1	95	98	99	93	113	87	102	91	97
Cc1nonc1-c1ccc2c(c1)OCO2	107&97	116&95	140&114	99&112	96&112	107&102	107&105	97&96	107&100
COC(=O)[C@H](Cc1c[nH]c2ccccc12)NC(=O)[C@H](Cc1ccccc1)NCc1ccco1	97	108	114	94	94	105	101	86	105
NC(N)=N/N=C(/c1ccccc1)c1ccc2nc(-c3ccc(O)cc3)[nH]c2c1	98	94	93	90	95	99	94	80	108
COc1ccccc1Nc1nnc(-c2csc(N)n2)s1	108	110	105	109	98	94	103	88	108
O=c1ccn2c(n1)OC1CC2OC1COC(c1ccccc1)(c1ccccc1)c1ccccc1 (centres undefined)	97	117	112	101	111	108	108	107	106
C=C(C)[C@@H]1CC=C2c3sc(-c4ccc(C)cc4)nc3C[C@@H](C)[C@]2(C)C1	104	101	108	105	101	99	103	87	115
Brc1ccc2c(c1)C(c1c[nH]c3ccccc13)(c1c[nH]c3ccccc13)CCO2	54	68	67	47	86	60	89	55	92
O=C(/C=C(/C=C/c1cc2ccccc2s1)OB(F)F)/C=C/c1cc2ccccc2s1	94	101	102	93	95	99	99	86	110
Cc1cc(N)c2cc(NC(=O)CCCCCC(=O)Nc3ccc4nc(C)cc(N)c4c3)ccc2n1	98	107	104	103	99	116	96	77	·
Cc1cc(C)c(C(=O)c2ccccc2)c(C)c1	104	102	108	99	99	97	96	75	109
Cc1ccc(CNc2c3ccccc3nc3cc(NC(=O)CCN4CCCC4)ccc23)cc1	7.1*	-6.5*	-40*	-78*	18	0.9*	-57*	4.1*	-16*
COc1ccc(C2=NN(C(C)=O)C(c3ccc(Oc4ccnc5cc(Cl)ccc45)c(OC)c3)C2)cc1 (centres undefined)	91	73	48	25	73	15	74	16	57
CC1=CCC(OC(=O)C(C)(O)CCC(O)(C(=O)OC2(C)C=CC(O)(C(C)C)CC2)C(C)C)(C(C)C)CC1 (centres undefined)	103	108	116	101	102	104	103	93	112
CCSc1ccc(C2C(Br)C(=O)N2c2cc(OC)c(OC)c(OC)c2)cc1 (centres undefined)	15	17	-39*	4.7*	33	3.0*	23	51	32
COc1ccc(-c2nnn(-c3ccccc3)c2N)cc1OC	103	104	108	87	111	91	107	109	107
COc1cc(-c2noc(C(Cc3ccccc3)NC(=O)OCc3ccccc3)n2)cc(OC)c1OC (centres undefined)	82	96	102	88	92	89	93	64	110
COc1cc(Nc2c(C#N)cnn3cc(-c4cnn(CC(C)(C)O)c4)cc23)ccc1Cl	30	19	76	40	88	54	57	55	85
COc1cnc2c(c1)C(=O)c1c-2n(CCCN2CCN(C)CC2)c(=O)c2cc([N+](=O)[O-])ccc12	-61*	-29*	-5.9*	-84*	-21*	-79*	-73*	-93*	95
Clc1cc(Cl)c2c(c1)C=C1CCCC3=Cc4cc(Cl)cc(Cl)c4OC13O2	77	96	115	97	89	112	100	98	100
CC(C)(C)C(=O)Nc1ccc2c(c1)C(=O)c1ccccc1C2=O	81	92	98	93	96	76	108	79	110
N#C/C(C(=O)Nc1ccc(S(N)(=O)=O)cc1)=C1\C(=O)N(Cc2ccccc2)c2ccc(Cl)cc21	68	65	·	30	67	44	54	56	52
Cn1cc(-c2ccc3[nH]c(=O)nc(-c4ccccc4)c3c2)cn1	106	92	112	83	91	98	102	88	101
CCOC(=O)C[n+]1cccc(Br)c1	107	108	112	98	104	98	85	101	114
CCCC(CCC)=NCCCO	106	108	105	106	98	101	103	99	·
Nc1ccn(C2OC(CO)C(O)C2F)c(=O)n1 (centres undefined)	96	90	65	49	90	79	68	80	50
C=CCn1c(C)nc2cc(Nc3nc(N)c4ccccc4n3)ccc21	110	97	96	94	110	104	103	89	98
N#C/C(S)=C(/S)C#N	101	100	106	98	101	108	99	88	109
COc1cc(-c2nc(SC(C)C)nc(Nc3ccc([N+](=O)[O-])cc3[N+](=O)[O-])c2C#N)cc(OC)c1OC	93	108	109	86	103	94	102	86	122
CCC(CC)N1C(=O)/C(=c2\sc3n(c2=O)C2C(NN=3)N(CC)C(=O)N2CC)c2ccccc21 (centres undefined)	10	14	-13*	15	26	5.4*	27	-4.7*	22
Cc1ccc(Nc2ncnc3c2sc2nc(C)cc(C)c23)cc1	94	95	111	105	97	103	95	105	104
COc1ccc(-c2nnc(SCC(=O)Nc3ccc(C(=O)/C=C/c4ccc(OC)c(OC)c4)cc3)o2)cc1	75	84	102	78	90	87	93	87	102
O=C(c1ccncc1)c1c(Cc2ccccc2)ccc2ccccc12	92	102	87	82	97	85	90	90	37
COc1ccc(-c2nn(-c3ccccc3)cc2/C=C/C(=O)c2ccc(NC(=O)CCCCCCC(=O)NO)cc2)cc1	81	96	115	95	106	94	111	97	108
CCOC(=O)c1c(-c2ccc(Cl)cc2)c(C#N)c(=O)n(-c2ccccc2CC)c1N	90	79	111	91	120	110	100	90	66
COC(=O)[C@H]1Cc2c([nH]c3ccccc23)[C@H](c2cccnc2)N1	105	103	114	106	97	113	102	86	96
Cn1cnc2c(N3CCN(C(=O)OCc4ccc5c(Cl)cc(Cl)c(O)c5n4)CC3)nc(Cl)nc21	30	57	109	53	60	113	86	·	94
C(CCCCCCCCCCOC1CCCCC1)CCCCCCCCCOC1CCCCC1	132	109	119	106	107	120	106	·	116
COc1cc(-c2cc(-c3cc(OC)c(OC)c(OC)c3)nc3nc(N)[nH]c(=O)c23)ccc1Oc1ccnc2cc(Cl)ccc12	15	14	105	16	59	104	20	-8.7*	57
Nc1nn2c(-c3cc4cc(Br)ccc4oc3=O)ccnc2c1N=Nc1ccc(S(N)(=O)=O)cc1	103	48	97	56	42	92	59	116	55
O=c1[nH]c2c(c(=O)[nH]1)OCN(Cc1ccccc1)C2	96	106	104	100	97	·	104	92	105
O=C(O)/C(Cc1ccco1)=N\O	89	·	127	106	104	87	102	68	112
